# Hsp90 inh: tumor Hsp90 inhibitors, primary screen, cell lysate, fluorescence polarization, NCI-N417 lysate | 64,000 compounds, 0.35% hits | AID 429, 2006 | inhibition, % at 30 µM | Heat shock protein HSP 90-alpha (Homo sapiens), P07900 | Cy3B-geldanamycin FP displacement;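 active means inhibition above 50%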;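 further: 0% = tracer plus lysate wells and 100% = tracer alone without lysate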
# M1 ag: M1 muscarinic receptor agonists, primary screen, CHO-M1 cells, Fluo-4 calcium, agonist mode; Muscarinic acetylcholine receptor M1; Fluo-4 calcium fluorescence; hits give high values; B-score at 10 µM; 64,000 compounds, 3% hits; AID 626, 2007;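 active means fluorescence rise, raw or as B-score row- and column-corrected plate score, outside the 99.7% band of its plate's samples, either direction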
# Autofluor 339: intrinsic fluorescence of library compounds, ex339/em460 – biochemical, MLSMR library, data from DPM-DC assay, artefact control, profiling panel; fluorescence fold increase at 10 µM; compound autofluorescence, ex339/em460 nm, NADH buffer; hits give high values; 1 = no-compound wells, NADH background; 65,000 compounds, 5.5% hits;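 active means at 10 µM, mean starting fluorescence two-fold or more over control wells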;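 further: signal is the first read of a kinetic run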
# M1 antag: antagonists of rat M1 muscarinic receptor; CHO-M1 cells, Fluo-4 calcium, ACh EC80 antagonist mode; hits give low values; AID 628, 2007; 64,000 compounds, 3.4% hits; B-score at 10 µM; Muscarinic acetylcholine receptor M1 (Rattus norvegicus), P08482;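 active means calcium fluorescence response, raw or row-and-column corrected B-score, differing from the plate sample mean either way at a set confidence level, mostly lower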
# Ec RNAP inh: E. coli RNAP inhibitors, biochemical; DNA-directed RNA polymerase subunit beta (Escherichia coli (strain K12)), P0A8V2; E. coli RNA polymerase, fluorescence transcription assay; inhibition, %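 (tested at 10 µM)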; 62,000 compounds, 0.2% hits; AID 559, 2006; in the data active means inhibition above about 20%;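 further: 0% = enzyme without compound and 100% = no enzyme blank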
# NADH enzymes: inhibitors of PK/LDH coupling enzymes, profiling panel, artefact control, biochemical, MLSMR library; AID 774, 2007; IC50, µM (highest dose often 10 µM), for the others: top-dose inhibition; 65,000 compounds, 0.02% hits; coupled PK/LDH NADH assays, four targets;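 active means single-dose screening hits from any of four coupled enzyme assays that gave an IC50 when retested across doses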;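 further: the DPM-DC format reads NADH fluorescence rather than 340 nm absorbance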
# HTR1A agonist: human 5-HT1a receptor agonists, primary screen, cell-based, CHO, Ga15 NFAT-bla reporter. 5-hydroxytryptamine receptor 1A (Homo sapiens), P08908. CHO 5-HT1a Ga15 NFAT-bla reporter, FRET ratio; 0% basal, 100% maximal reference agonist. activation, % at 10 µM. 65,000 compounds, 0.56% hits;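 active means activation above the screen-wide mean activation plus 3 SD, cut at about 19% in these data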;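 further: 0% = DMSO wells and 100% = 5-CT at EC100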
# Her2 expr inh: inhibitors of Her2 protein expression, primary screen, SKBR-3 cells, AlphaScreen, 66K library; SKBR-3 HER2 protein level, 18-24 h; hits give low values; 65,000 compounds, 0.69% hits; HER2 level % of control, % at 10 µM; Receptor tyrosine-protein kinase erbB-2 (Homo sapiens), P04626;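 active means HER2 level under 5% of the carrier-only control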;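 further: 100% = DMSO carrier and 0% = 500 nM PU-H71 HSP90 inhibitor; lower value means stronger loss of Her2 protein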
# Target sequence (P04626 whole entry, looked up): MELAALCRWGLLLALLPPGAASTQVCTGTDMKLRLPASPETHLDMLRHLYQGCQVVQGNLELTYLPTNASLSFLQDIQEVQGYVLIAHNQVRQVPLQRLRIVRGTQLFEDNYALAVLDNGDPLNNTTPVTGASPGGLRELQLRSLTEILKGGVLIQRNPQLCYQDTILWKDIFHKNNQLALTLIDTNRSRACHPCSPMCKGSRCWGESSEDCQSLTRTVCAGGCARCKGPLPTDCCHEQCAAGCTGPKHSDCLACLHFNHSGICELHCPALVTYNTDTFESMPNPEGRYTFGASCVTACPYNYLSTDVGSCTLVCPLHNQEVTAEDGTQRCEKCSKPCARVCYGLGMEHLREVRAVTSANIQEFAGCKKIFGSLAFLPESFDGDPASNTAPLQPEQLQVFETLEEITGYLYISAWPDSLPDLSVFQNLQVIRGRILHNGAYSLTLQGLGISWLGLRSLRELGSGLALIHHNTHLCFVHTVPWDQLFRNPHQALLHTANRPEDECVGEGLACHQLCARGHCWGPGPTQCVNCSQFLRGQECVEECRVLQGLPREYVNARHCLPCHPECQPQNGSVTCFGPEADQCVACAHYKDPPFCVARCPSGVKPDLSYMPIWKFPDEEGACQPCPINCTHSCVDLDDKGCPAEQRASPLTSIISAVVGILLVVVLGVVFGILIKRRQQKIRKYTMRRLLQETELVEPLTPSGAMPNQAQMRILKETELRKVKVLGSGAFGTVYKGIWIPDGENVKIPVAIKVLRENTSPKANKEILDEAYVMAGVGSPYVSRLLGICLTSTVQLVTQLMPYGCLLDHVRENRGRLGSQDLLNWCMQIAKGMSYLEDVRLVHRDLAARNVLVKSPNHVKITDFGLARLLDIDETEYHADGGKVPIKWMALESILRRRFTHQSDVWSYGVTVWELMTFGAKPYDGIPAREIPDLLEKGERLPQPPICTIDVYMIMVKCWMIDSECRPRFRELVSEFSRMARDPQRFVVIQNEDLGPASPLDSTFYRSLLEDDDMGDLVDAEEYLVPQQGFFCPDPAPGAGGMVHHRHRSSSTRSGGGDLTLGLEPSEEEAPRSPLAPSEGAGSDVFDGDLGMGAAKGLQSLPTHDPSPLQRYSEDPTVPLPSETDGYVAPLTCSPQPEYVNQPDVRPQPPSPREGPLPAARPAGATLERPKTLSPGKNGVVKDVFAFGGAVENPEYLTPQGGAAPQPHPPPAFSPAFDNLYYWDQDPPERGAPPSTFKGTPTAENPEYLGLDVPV
# D1 mod: D1 CRE-luciferase signal change, two-sided – cell-based, HEK293 D1, dopamine EC30, D1 allosteric modulator project, primary screen | D(1A) dopamine receptor (Homo sapiens), P21728 | dopamine EC30 potentiation; actives deviate in either direction | B-score at 10 µM | 58,000 compounds, 5.9% hits | AID 641, 2007;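 active means luminescence count or its row- and column-corrected plate score outside the 99.7% band of the plate's sample wells, on either side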
# * = called active by the depositor; / = not tested or not shown.
[1] CC1(C)CC(=O)c2c(nn(-c3ccccc3)c2N)C1
[2] Cc1ccc(NC(=O)c2noc3c2CCCCC3)cc1
[3] COc1ccc(C2C3=C(CC(C)(C)CC3=O)Oc3ncn4nc(-c5cccnc5)nc4c32)cc1OC (centres undefined)
[4] COC(=O)c1ccc(C(=O)OC)c(NC(=O)CSc2nnc(-c3ccccc3Cl)o2)c1
[5] CCOc1ccc(C(=O)Nc2c3c(nn2-c2ccc(F)cc2)CS(=O)C3)cc1 (centres undefined)
[6] CC1(C)CC(=O)C=C(N2CCN(C3=CC(=O)CC(C)(C)C3)CC2)C1
[7] Cc1cc(NC(=O)CSc2nnc3c(C)cc4c(C)ccc(C)c4n23)no1
[8] Cc1cc(NC(=O)C(C)(C)C)no1
[9] O=C(CCn1cccc1)NCCc1ccc(Cl)cc1
[10] COc1cc(OC)cc(C(C(=O)NCc2ccccc2)N(Cc2ccco2)C(=O)c2ccno2)c1 (centres undefined)

assay / entry	1	2	3	4	5	6	7	8	9	10
NADH enzymes	10%	6%	5%	13%	6%	7%	5%	2%	3%	3%
M1 antag	-2.4*	0.042	0.35	-0.42	0.42	0.12	0.28	1.6	-0.28	-0.3
M1 ag	0.34	-0.81	0.064	0.0058	-0.17	0.56	0.11	-0.64	0.6	7.1*
D1 mod	0.035	-1	1.4	1.3	/	-0.67	-0.059	0.0084	1.8	/
Hsp90 inh	0	-2	-2	3	1	0	-3	-1	-2	-2
Her2 expr inh	112	86	76	97	104	105	52	100	109	115
Ec RNAP inh	7	5	9	-4	4	4	1	-3	5	12
Autofluor 339	1.1	1.1	1.1	1.3	1.1	1	1.2	1	1.1	1.1
HTR1A agonist	-2.4	1.1	-3.5	0.1	-1.4	-0.1	-2.9	0.7	-1.3	-1.9

# Just M1 antag and Her2 expr inh (two entries from above):
No.	smiles	M1 antag	Her2 expr inh
9	O=C(CCn1cccc1)NCCc1ccc(Cl)cc1	-0.28	109
10	COc1cc(OC)cc(C(C(=O)NCc2ccccc2)N(Cc2ccco2)C(=O)c2ccno2)c1 (centres undefined)	-0.3	115

# (cont.)
[11] Cn1c(=O)c2cn3c(c2n(C)c1=O)C(c1ccccc1)CC(c1ccccc1)=N3 (centres undefined)
[12] COCCCn1c(SCC(=O)NC(C)C)nnc1-c1ccccc1
[13] CCc1cccc2c(C#N)cn(CCOc3ccccc3OC)c12
[14] COc1cc(NC(=O)c2cccs2)c(OC)cc1NC(=O)c1ccco1
[15] O=C(NCc1nc(-c2ccccc2)no1)c1cccs1
[16] c1ccc2c(-n3cccn3)cccc2c1
[17] N#C/C(=C(/O)COC(=O)c1ccc2c(c1)OCCO2)c1nc2ccccc2[nH]1
[18] CCCCOc1ccc(CN2CCCCC2)cc1
[19] O=C1C(=O)N(CCO)C(c2ccccc2)/C1=C(\O)c1ccccc1 (centres undefined)
[20] C/C(O)=C(/C#N)c1nc2ccccc2[nH]1

assay / entry	11	12	13	14	15	16	17	18	19	20
NADH enzymes	6%	8%	5%	6%	3%	5%	5%	2%	11%	5%
M1 antag	0.24	-0.054	0.82	-0.4	-1.2	0.16	0.4	-5.1*	-0.7	-0.15
M1 ag	-0.13	-0.056	-0.5	0.23	0.41	0.18	1.7	-0.26	0.89	0.31
D1 mod	-0.23	1.3	-0.79	-0.44	-0.31	0.89	-0.13	0.047	0.053	0.45
Hsp90 inh	-16	-4	1	-1	-3	-5	-13	-1	-2	-3
Her2 expr inh	67	103	65	92	116	99	109	110	100	58
Ec RNAP inh	5	7	1	9	1	6	5	2	13	9
Autofluor 339	1.2	1	1.1	1.1	1.1	1.1	1.1	1.1	0.96	1.1
HTR1A agonist	-1.5	-2.0	-0.9	-1.4	-1.5	-0.8	-3.1	-1.0	-5.7	-0.4

[21] O=C(Nc1ccccc1C(=O)N1CCOCC1)C1CC(=O)N(C2CCCC2)C1 (centres undefined)
[22] Cc1csc2nc(CNC(=O)CCC(=O)O)cn12
[23] Cc1cccc(C(=O)Nc2cc(=O)n(C)c(=O)n2C)c1
[24] CN(C)S(=O)(=O)c1ccc(S(=O)(=O)N2CCN(CCC#N)CC2)cc1
[25] Nc1ccc2ncccc2c1
[26] O=C(CN1CCOCC1)Nc1c(-c2ccccc2)c2cc(Br)ccc2[nH]c1=O
[27] O=C(Nc1ccc(CN2CCOCC2)cc1)c1ccc(-c2ccc(Br)cc2)o1
[28] CC1CCCC(NC(=O)c2ccc3c(c2)N(Cc2ccccc2)C(=O)CS3=O)C1C (centres undefined)
[29] CCN1CCN(S(=O)(=O)c2ccc(S(=O)(=O)NCC3CCCO3)cc2)CC1 (centres undefined)
[30] CCN1CCN(CC(=O)Nc2ccc3c(c2)OCO3)C(=O)C1=O

assay / entry	21	22	23	24	25	26	27	28	29	30
NADH enzymes	1%	4%	17%	7%	6%	2%	5%	2%	3%	6%
M1 antag	0.059	0.08	-0.38	-0.0093	-0.5	-0.62	-1.1	-0.24	-0.15	-0.32
M1 ag	0.028	-0.64	-1.1	-0.31	-1.2	0.14	-0.74	-1.3	1.2	0.21
D1 mod	0.25	-0.81	0.82	-0.42	0.0038	2.4	-1.4	0.15	-0.039	-0.44
Hsp90 inh	-3	-5	-1	-2	70*	-2	-14	-1	/	3
Her2 expr inh	87	65	91	105	128	56	81	90	91	106
Ec RNAP inh	5	7	0	-3	8	/	7	0	5	7
Autofluor 339	1.1	1.1	0.55	1.1	1.4	1.1	1.2	1.1	1.1	1.1
HTR1A agonist	-2.8	0.8	-3.3	0.5	-3.1	-1.8	-5.4	-0.9	0.2	-0.8

[31] Cc1cccc(-c2nnc(NC(=O)c3ccc(Cl)cc3)o2)c1
[32] Cc1cc(Br)ccc1NC(=O)C1CCCO1 (centres undefined)
[33] CCC(C)N1C(=O)C2C(C(=O)Nc3cccc(OC)c3)C3C=CC2(O3)C1C(=O)NC1CCCCC1C (centres undefined)
[34] CC(=O)Nc1ccc(SCC(=O)N(CCC#N)c2ccc(C)cc2)cc1
[35] Cn1cnnc1SCC(=O)c1c[nH]c2ccccc12
[36] O=C(CCCN1C(=O)c2ccccc2C1=O)NC1=NCCS1
[37] Cn1cc(SCC(=O)NCC2CCCO2)c2ccccc21 (centres undefined)
[38] CCOC(=O)C(C)NC(=O)C(NC(=O)C1CCC(CC)CC1)C(C)C (centres undefined)
[39] CN(CC(=O)N1CCCC1)S(=O)(=O)c1cc(Cl)ccc1Cl
[40] CCOc1ccc(/C(O)=C2/C(=O)C(=O)N(CCCn3ccnc3)C2c2cccs2)cc1Cl (centres undefined)

assay / entry	31	32	33	34	35	36	37	38	39	40
NADH enzymes	3%	0%	5%	7%	8%	8%	3%	6%	0%	10%
M1 antag	0.71	-2	-0.035	0.62	0.014	0.87	0.0019	-0.66	-1.4	1.7
M1 ag	-1.6	1.3	-0.58	-0.61	0.13	-0.25	-0.67	0.16	0.21	-0.051
D1 mod	-0.62	-0.055	-0.0085	-0.026	0.12	0.17	-0.6	0.91	1.1	0.26
Hsp90 inh	3	2	-1	-2	-4	-1	-4	/	-4	-9
Her2 expr inh	79	110	102	106	75	108	102	131	247	/
Ec RNAP inh	-7	2	7	11	1	4	3	7	-1	-7
Autofluor 339	1.6	1.1	1	1.1	1.1	1.1	1.1	1.1	1.1	1.1
HTR1A agonist	-4.5	7.9	0.1	-4.5	-1.9	-1.6	-3.3	-0.2	-1.8	0.3

[41] O=C(Nc1nnc(C2CCCCC2)s1)c1cccs1
[42] COc1cc(NC(=O)c2ccc(Br)o2)ccc1NC(=O)C(C)C
[43] Cc1nn(-c2ccccc2)c(C)c1C(=O)OCC(=O)N1CCN(S(=O)(=O)c2ccccc2)CC1
[44] CCOC(=O)Cc1c(C)nc(-c2ccccc2)[nH]c1=O
[45] Cc1noc(C)c1C(=O)OCC(=O)c1cc(C)n(Cc2ccccc2Cl)c1C
[46] Cc1ccc(S(=O)(=O)N2CCCC(C(=O)NCCCN3CCCCC3C)C2)cc1 (centres undefined)
[47] Cc1nnc(NC(=O)CSc2cn(Cc3ccccc3)c3ccccc23)s1
[48] CCOC(=O)c1cc2cc(OC)ccc2[nH]1
[49] Cc1ccc(Cc2c(C)nc3c(C(=O)O)cnn3c2C)cc1
[50] CSc1cccc(NC(=O)CSc2ccccc2)c1

assay / entry	41	42	43	44	45	46	47	48	49	50
NADH enzymes	3%	3%	7%	3%	9%	8%	10%	14%	5%	0%
M1 antag	0.32	-0.035	-0.69	0.46	2.1	0.12	-1.4	-0.15	-0.072	-0.25
M1 ag	-0.3	-0.98	-0.46	0.078	0.0051	-0.38	-0.65	0.58	0.87	0.093
D1 mod	-1	-0.029	0.065	0.71	0.35	-0.028	-1.1	/	-0.58	/
Hsp90 inh	-9	-3	-3	-6	-2	0	-4	-4	2	-6
Her2 expr inh	88	112	113	87	130	69	83	102	78	96
Ec RNAP inh	7	1	6	2	8	2	-10	/	4	/
Autofluor 339	0.98	1.1	1.1	1.1	1	1	1.1	1.8	1.6	1.1
HTR1A agonist	-2.6	-0.4	0.4	-2.1	-1.3	-2.3	-2.5	2.7	0.0	6.8

[51] Cc1ccc(OCC(=O)N(Cc2ccc(N(C)C)cc2)C2CCS(=O)(=O)C2)cc1 (centres undefined)
[52] CCCCN(CCCNC(=O)C1CCCN(S(=O)(=O)CC)C1)Cc1ccccc1 (centres undefined)
[53] COc1cc(-c2nnn(CC(=O)NC3CCS(=O)(=O)C3)n2)ccc1OCc1ccccc1 (centres undefined)
[54] O=C(NCC1CCCO1)c1ccc(S(=O)(=O)N2CCCCC2)cc1 (centres undefined)
[55] COc1cccc2cc(C(C)N(CCCN3CCOCC3)C(=O)Nc3ccccc3)oc12 (centres undefined)
[56] COc1ccc(S(=O)(=O)N(C)C2CCN(C)CC2)cc1
[57] COc1cccc(C(=O)N(Cc2ccc(N(C)C)cc2)C2CCS(=O)(=O)C2)c1 (centres undefined)
[58] COc1cccc(-c2nn(C)c3sc(C(=O)N4CCOCC4)cc23)c1
[59] COC(=O)CSC1=C(C#N)C(c2cccc(OC)c2)CC(=O)N1 (centres undefined)
[60] COc1ccc(C(=O)CSc2nnc(COc3ccccc3)n2Cc2ccco2)cc1

assay / entry	51	52	53	54	55	56	57	58	59	60
NADH enzymes	7%	0%	4%	1%	3%	2%	3%	12%	1%	3%
M1 antag	0.25	-0.48	/	0.055	0.47	-0.0049	0.46	-0.016	2.1	/
M1 ag	0.025	0.36	/	0.6	0.18	0.54	-0.011	0.099	-1	/
D1 mod	-0.14	-1.3	1.1	0.45	-0.62	0.78	0.063	0.75	1.9*	-1.3
Hsp90 inh	-1	-2	-3	-3	2	-6	-6	1	-4	-1
Her2 expr inh	82	102	77	105	115	96	98	118	119	84
Ec RNAP inh	7	5	2	5	2	5	5	-4	13	8
Autofluor 339	1	1	1	1.1	1.1	0.95	1.2	1.3	1.1	1.1
HTR1A agonist	-2.1	-1.6	0.0	-2.4	-2.4	-2.7	-3.9	-0.1	0.2	1.4

# M1 ag: what is marked active above.
entry	molecule	NADH enzymes	M1 antag	M1 ag	D1 mod	Her2 expr inh	Ec RNAP inh	Autofluor 339	HTR1A agonist
10	COc1cc(OC)cc(C(C(=O)NCc2ccccc2)N(Cc2ccco2)C(=O)c2ccno2)c1 (centres undefined)	3%	-0.3	7.1*	/	115	12	1.1	-1.9

# Screens: PubChem, several laboratories
